GBA enhancer: enhancers of human beta-glucosidase activity in Gaucher fibroblasts. hit rate 0.44% among 30,000. L444P Gaucher fibroblasts, 4-MU-glucoside fluorescence, 3 days. activation, % at 10 µM; in the data active means activation above about 65%;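 further: 0% = vehicle wells and 100% = positive control wells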
Target sequence (P04062 whole entry L483P): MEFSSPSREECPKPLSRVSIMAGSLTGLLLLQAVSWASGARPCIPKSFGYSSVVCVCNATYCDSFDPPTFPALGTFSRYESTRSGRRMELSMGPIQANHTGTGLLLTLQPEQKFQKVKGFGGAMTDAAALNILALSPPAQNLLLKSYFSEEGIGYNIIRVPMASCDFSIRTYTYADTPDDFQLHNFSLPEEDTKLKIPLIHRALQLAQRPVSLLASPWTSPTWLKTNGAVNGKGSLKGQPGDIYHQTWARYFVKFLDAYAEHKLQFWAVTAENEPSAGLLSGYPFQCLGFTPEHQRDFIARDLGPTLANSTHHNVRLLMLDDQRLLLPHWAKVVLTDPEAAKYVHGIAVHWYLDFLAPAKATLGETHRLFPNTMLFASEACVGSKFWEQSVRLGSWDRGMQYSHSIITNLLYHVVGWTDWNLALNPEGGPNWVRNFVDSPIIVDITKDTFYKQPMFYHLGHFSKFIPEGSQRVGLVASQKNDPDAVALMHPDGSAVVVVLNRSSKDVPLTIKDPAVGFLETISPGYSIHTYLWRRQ
Starred values were filed as active, the others as inactive. An excerpt; rates above refer to the full screens.

SMILES	GBA enhancer
Cc1sc2nc(-c3ccco3)oc(=O)c2c1C	-16
CC1(C)Oc2ccc(C(=O)NC3CCCC3)cc2N(CC(=O)NC2CCCCC2)C1=O	-20
Cc1cc(C)cc(N(CC(=O)NCc2ccco2)C(=O)CCC(=O)Nc2ccccn2)c1	9
COc1ccccc1NC(=O)Cc1noc(CSc2cc(C)c3ccccc3n2)n1	-4
CC(=O)Nc1ccc(NC(=O)Cn2cc3c(n2)CCCC3)cc1	-11
NC1=NC(c2ccc(Br)cc2)n2c(nc3ccccc32)N1 (stereo not given)	-6
COc1cc(NC(=O)CN2CCN(S(=O)(=O)c3ccc(C(C)C)cc3)CC2)cc(OC)c1	-10
COc1ccc(CCN2C(=O)CC(Nc3ccc(N4CCOCC4)cc3)C2=O)cc1OC (stereo not given)	-27
COc1ccccc1CN(Cc1ccco1)S(=O)(=O)c1ccc(-n2cnnn2)c(OC)c1	-16
O=C1C2=C(c3ccccc31)[N+](=O)[C@@H]1CCCC[C@@H]1N2[O-]	-4
COc1cc(C(=O)NCc2ccc3c(c2)OCO3)ccc1OCc1c(C)noc1C	-13
Cc1ccc(-c2ccc(=O)n(CC(=O)NCCN(C)C)n2)cc1	-45
Cc1cc(C)c2nc(NC3=NCN(CCN4CCOCC4)CN3)nc(C)c2c1	-29
C=C(C)c1cccc(C(C)(C)NC(=O)N2CCN(CC(N)=O)CC2)c1	0
O=C(CNS(=O)(=O)c1cccs1)N1CCc2ccccc2C1	3
COC(=O)Cn1c(C)nc2c(sc3nc(C)cc(C)c32)c1=O	-30
Cc1onc(-c2ccccc2Cl)c1C(=O)NCc1ccc(N2CCCC2=O)cc1	-7
O=C(CSc1ncn[nH]1)c1ccco1	-4
CCCCN(C)C(=O)c1oc2ccc(S(=O)(=O)N3CCCCCC3)cc2c1C	-21
Cn1ncc2c1ncn1nc(COc3ccc4ccccc4c3)nc21	-41
COc1ccc(C2C3=C(CC(C)(C)CC3=O)Oc3ncn(CCO)c(=N)c32)cc1OC (stereo not given)	-11
O=C(Nc1ccccc1)c1ccc(NCC2CCCO2)c(S(=O)(=O)N2CCOCC2)c1 (stereo not given)	40
Cn1c(-c2nonc2NC(=O)c2ccc(C(C)(C)C)cc2)nc2ccccc21	-10
O=C(CCc1ccccc1)Nc1nc2n(n1)C(c1ccc(Cl)cc1)CC(=O)N2 (stereo not given)	-12
CCOc1ccc(N2CC(C(=O)NCCc3ccc(OC)c(OC)c3)CC2=O)cc1 (stereo not given)	48

(cont.)
SMILES	GBA enhancer
O=C(NCc1cccs1)C1CC(=O)N(c2ccc(F)cc2)C1 (stereo not given)	-9
COc1ccccc1/C=c1\sc2nc(-c3cccs3)nn2c1=O	-10
C=C(C)Cn1c(SCC)nc2ccccc2c1=O	-7
Cc1cccc(C)c1OCC(=O)Nn1c(C)nc2ccccc2c1=O	-14
Cc1nn(Cc2ccccc2)c(C)c1NC(=O)c1cc(-c2ccc3c(c2)OCO3)on1	-40
O=C(CSc1nnc(-c2ccccn2)n1Cc1ccccc1)Nc1ccc2c(c1)OCO2	-30
O=C(Nc1ccccc1C(=O)N1CCN(c2ccccc2)CC1)c1ccco1	3
CC1CC(C)CN(c2nc3c(c(=O)n(C)c(=O)n3C)n2C)C1 (stereo not given)	-23
O=S(=O)(c1ccccc1)N1CCN(Cc2cccc(Cl)c2)CC1	-8
O=C(CN(c1ccc2c(c1)OCCO2)S(=O)(=O)c1ccccc1)Nc1ccc2c(c1)OCO2	-14
O=c1cc(N2CCN(c3ccccc3F)CC2)[nH]c(=O)n1-c1ccc(Br)cc1	-17
Cc1[nH]nc2c1C(c1cccnc1)N(c1ccc(Br)cc1)C2=O (stereo not given)	-8
Nc1nc(SCc2ccccc2)[nH]c(=O)c1-c1ccccc1	12
C=CCc1c(C)nn(CC(=O)O)c1-c1ccccc1	2
CCc1nnc(NC(=O)CCN2C(=O)CCC2=O)s1	-6
CC(C)CNC(=O)c1ccccc1NC(=O)c1ccc(CN2CCOCC2)cc1	13
CCOc1cc(C2C(C(=O)OC)=C(C)N=C3SCCC(=O)N32)ccc1OC(C)=O (stereo not given)	-21
O=C(c1ccccc1F)N1CCN(Cc2cccc(Cl)c2)CC1	-25
COc1ccc(N2CCN(Cc3nc4ccccc4c(=O)[nH]3)CC2)cc1	-7
COC(=O)CC1C(=O)NCCN1C(=O)c1ccccc1 (stereo not given)	8
CN(Cc1ccccc1)C(=O)COC(=O)c1ccc2c(c1)OCO2	-15
Cc1ccc2c(c1)-c1ccccc1S(=O)(=O)N2	-3
O=C(CN1C(=O)COc2ccccc21)N(Cc1cccnc1)Cc1cccc(F)c1	16
COc1ccc(CC(=O)Nc2ccc(S(=O)(=O)NCC3CCCO3)cc2)cc1 (stereo not given)	-32
O=c1nc2n(c3cc(Cl)c(S(=O)(=O)N4CCOCC4)cc13)CCCCC2	-5

The list goes on.
SMILES	GBA enhancer
CC(C)C(=O)Nc1ccc(C(=O)NC2CCSC2=O)cc1 (stereo not given)	-22
CC(C)(C)n1cnc2cc(NS(=O)(=O)c3ccccc3)ccc21	-14
O=C(CN1C(=O)c2ccccc2S1(=O)=O)Nc1ccccc1C(=O)NCc1ccco1	-28
CCn1c(=O)n(CC)c2cc(S(N)(=O)=O)c(C)cc21	-43
COC(=O)n1c(=O)oc2cc(S(=O)(=O)N3CCOCC3)ccc21	6
COCCn1c(SCCCc2ccccc2)nc2c1c(=O)[nH]c(=O)n2C	1
CCc1nnc(NC(=O)c2ccc(S(=O)(=O)NC3CCCCC3)cc2)s1	8
CCCc1nc(SCC(=O)c2ccc(OC)cc2)c2c(=O)n(C)c(=O)n(C)c2n1	-11
CCCc1ncc(C(=O)c2ccc(OC)cc2)n1C	-9
NC1=NC2=C(CCCC2)C2(CCCCC2)S1	8
CC(C)(O)C#Cc1ccc(C(=O)NCc2cccs2)s1	1
COCCNc1ncnc2c1cnn2Cc1ccc(Cl)cc1	-1
Cc1ccc2ccccc2c1COC(=O)c1nonc1N	-19
CCN(CC)C(=O)COc1ccc2oc(C)c(C(=O)OC)c2c1	-19
CC1N(C)c2cc(NC(=O)c3ccco3)ccc2C1(C)C (stereo not given)	-4
COc1ccc(/C=N/c2nc3ccccc3n2C)cc1OC	-13
Cc1cc(=O)oc2cc(OCC(=O)N3CCCC(C)C3)ccc12 (stereo not given)	3
COc1ccc(C2C3=C(CCCC3=O)Nc3nc4ccccc4n32)cc1OC (stereo not given)	-20
CCCCNC(=O)Nc1cnn(CC)c1C(N)=O	0
Cc1cccc2cc(C#N)c(NCCNS(=O)(=O)c3ccc4c(c3)OCCO4)nc12	-55
Cn1c(=O)oc2cc(S(=O)(=O)Nc3cccc(C(=O)O)c3)ccc21	-8
Cc1ccc(C)c(N(C(=O)Cn2nnc(-c3cccs3)n2)C(C(=O)NC2CC2)c2ccc(C)o2)c1 (stereo not given)	-12
CCOC(=O)C(NC(=O)CC(C)C)(Nc1cc(C)on1)C(F)(F)F (stereo not given)	-10
COC(=O)c1sc(NC(=O)c2csc3c2CCCC3)nc1C	67*
O=C(O)CN1CCN(Cc2ccccc2)C1=O	0

Following part:
SMILES	GBA enhancer
Cc1cnc(C(=O)OCC(=O)N2CCc3ccccc3C2)cn1	-16
Cn1c(=O)c2c(SCC(N)=O)nc(CC(C)(C)C)nc2n(C)c1=O	1
CCC(C(=O)O)n1c(C(F)(F)F)nc2ccccc21 (stereo not given)	-21
COCCSc1nnc(NC(=O)Cc2cccs2)s1	-9
CCOC(=O)C1=C(C)OC(N)=C(C#N)C1c1cc(OC)c2c(c1)OCO2 (stereo not given)	-16
CCOC(=O)C1C(=O)CC(=O)CC1CC(C)SCC (stereo not given)	-13
COc1ccc(OC)c(C2C=C(c3ccc(C)c(C)c3)Nc3nnnn32)c1 (stereo not given)	-18
O=C(CSc1nccn1-c1cccc(Cl)c1)NC1CCCC1	-17
OCCCc1nc2n(n1)C(c1ccccc1Cl)C=C(c1cccs1)N2 (stereo not given)	-5
CCc1nnc(NC(=O)CCC(=O)N2CCN(Cc3cc(F)ccc3OC)CC2)s1	12
COc1ccc(CSc2nncn2N)cc1Br	-20
CSc1nc(C)cc(OCC(=O)N2CCOCC2)n1	-54
Cn1c(=O)c2nc(NCc3ccccc3)cnc2n(C)c1=O	-11
COCCn1nnnc1C(c1cc2ccc(OC)cc2[nH]c1=O)N1CCN(C2CCCCC2)CC1 (stereo not given)	6
C=CCNC(=O)CN(c1ccc(F)c(Cl)c1)S(C)(=O)=O	-14
O=C(OCC(=O)N1CCOCC1)c1ccc2c(c1)OCCO2	-15
CCOc1ccc(-n2c(SCC(=O)Nc3ccc(OC)cc3)nc3c(c2=O)SCC3)cc1	11
CCOC(=O)CC(=O)c1cc(OC)c(OC)c(OC)c1	-4
c1ccc(C(c2nnnn2C2CCCCC2)N2CCc3ccccc3C2)nc1 (stereo not given)	-14
Cc1noc(C)c1S(=O)(=O)N(CC(=O)N1CCCCCC1)c1ccc(C(C)C)cc1	-12
COc1cccc(NC2CC(=O)N(CCc3ccccc3)C2=O)c1 (stereo not given)	3
CCOc1ccccc1N1C(=O)CC(Nc2ccc(N3CCOCC3)cc2)C1=O (stereo not given)	4
CN(c1cccc(NC(=O)Nc2cccc(Cl)c2)c1)S(C)(=O)=O	-12
CCCn1c(C(O)c2cc(OC)ccc2OC)nc2ccccc21 (stereo not given)	-13
CCOC(=O)C1=C(C)NC(C)=C(C(=O)OCC)C1c1ccc(OC)cc1	-23

Other structures:
SMILES	GBA enhancer
CC1CCN(C(=O)CSc2ccc(-c3ccc(F)cc3)nn2)CC1	-17
COc1cccc(-c2nc(=S)c3c(n2Cc2ccco2)CCCC3)c1	-3
O=S(=O)(c1ccc(Cl)c(C(F)(F)F)c1)N1CCN(CC(O)COCC2CCCO2)CC1 (stereo not given)	-11
O=C(C1CCC1)N1CCc2cc(S(=O)(=O)NCc3cccnc3)ccc21	-37
CCOC(=O)c1oc2cccc(OC(C)=O)c2c1C	1
COC(=O)c1ccccc1NC(=O)CN1CCN(C(=O)c2ccco2)CC1	-7
CCOC(=O)CCc1c(C)nc2cc(-c3ccc(Cl)cc3)[nH]n2c1=O	-36
O=C(Nc1ccccc1C(=O)N1CCCCCC1)c1cccc(S(=O)(=O)N2CCOCC2)c1	-6
CC(=O)NC1(c2ccccc2)CCN(c2nc(C)cc(C)n2)CC1	-31
CCCCCOC(=O)c1[nH]c2c(c1C)C(=O)C(C(=O)OC)C(C)C2 (stereo not given)	3
CC(=O)Cc1nsc(NC(=O)c2ccccc2)n1	8
CC(C)Nc1c(N)c(=O)oc2ccccc12	7
CC1CCN(CCCNC(=O)C2CC(=O)N(C3CCCCCC3)C2)CC1 (stereo not given)	19
COc1cc(OC)c(N2CC34C=CC(O3)C(C(=O)O)C4C2=O)cc1Cl (stereo not given)	-2
Fc1ccccc1CSc1nnc(-c2cccs2)o1	-50
O=C(O)CCC(=O)NC1CCCCC1NC(=O)CCC(=O)O (stereo not given)	-8
Cc1ccc(NS(=O)(=O)c2ccc(NC(=O)c3ccc(Br)o3)cc2)c(C)c1	-31
CCOc1ccc(NC(=O)CSc2nnc(-c3ccccc3Cl)n2Cc2ccco2)cc1	34
CCOc1ccc(OCC)c(NC(=O)CCn2cccc2)c1	-29
COCCN1C(=O)C(=O)/C(=C(/O)c2cccc(OC)c2)C1c1ccncc1 (stereo not given)	0
CC(=O)C1=C(O)C(=O)N(Cc2cccnc2)C1c1ccc(Cl)cc1Cl (stereo not given)	-5
Cc1ccc(Nc2nc(N3CCOCC3)c3ccccc3n2)cc1	-24
CC(C)(C)c1ccc(S(=O)(=O)NCC(=O)N2CCN(C(=O)c3ccco3)CC2)cc1	-11
O=C(CN1CCN(c2ccc(Cl)cc2)CC1)Nc1ccc(F)c(F)c1	-2
COc1ccc(CCNC(=O)c2c(O)c3cccc4c3n(c2=O)CC4)cc1	13
CCOc1ccccc1N1CCN(CC(=O)Nc2nnc(CC)s2)CC1	-18
COC(=O)C1=C(C)NC(=O)CC1c1cc(Br)ccc1F (stereo not given)	-5
Cc1cc(C)n(-c2nnc(C)n2/N=C/c2cc(Br)ccc2OCc2ccccc2)n1	-15

Entries listed so far that contain a Cl atom (16):
SMILES	GBA enhancer
Cc1onc(-c2ccccc2Cl)c1C(=O)NCc1ccc(N2CCCC2=O)cc1	-7
O=C(CCc1ccccc1)Nc1nc2n(n1)C(c1ccc(Cl)cc1)CC(=O)N2 (stereo not given)	-12
O=S(=O)(c1ccccc1)N1CCN(Cc2cccc(Cl)c2)CC1	-8
O=C(c1ccccc1F)N1CCN(Cc2cccc(Cl)c2)CC1	-25
O=c1nc2n(c3cc(Cl)c(S(=O)(=O)N4CCOCC4)cc13)CCCCC2	-5
COCCNc1ncnc2c1cnn2Cc1ccc(Cl)cc1	-1
O=C(CSc1nccn1-c1cccc(Cl)c1)NC1CCCC1	-17
OCCCc1nc2n(n1)C(c1ccccc1Cl)C=C(c1cccs1)N2 (stereo not given)	-5
C=CCNC(=O)CN(c1ccc(F)c(Cl)c1)S(C)(=O)=O	-14
CN(c1cccc(NC(=O)Nc2cccc(Cl)c2)c1)S(C)(=O)=O	-12
O=S(=O)(c1ccc(Cl)c(C(F)(F)F)c1)N1CCN(CC(O)COCC2CCCO2)CC1 (stereo not given)	-11
CCOC(=O)CCc1c(C)nc2cc(-c3ccc(Cl)cc3)[nH]n2c1=O	-36
COc1cc(OC)c(N2CC34C=CC(O3)C(C(=O)O)C4C2=O)cc1Cl (stereo not given)	-2
CCOc1ccc(NC(=O)CSc2nnc(-c3ccccc3Cl)n2Cc2ccco2)cc1	34
CC(=O)C1=C(O)C(=O)N(Cc2cccnc2)C1c1ccc(Cl)cc1Cl (stereo not given)	-5
O=C(CN1CCN(c2ccc(Cl)cc2)CC1)Nc1ccc(F)c(F)c1	-2

High-throughput results from PubChem.
